Rac1 GTP hydrolysis – MgcRacGAP GTPase-activating activity inhibitors, confirmation, biochemical, ADP Hunter fluorescence. AID 624330. MgcRacGAP-stimulated Rac1 GTP hydrolysis, ADP Hunter fluorescence; higher % means a stronger effect; GST-tagged Rac1 F28L mutant substrate. 340,000 tested, 0.6% active. inhibition, % at 30 µM, or IC50 in µM where a hit was titrated;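 active = first-screen hits whose inhibition reached a set limit at any dose in the follow-up dose series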;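 also: fluorescence reports GDP produced by GAP-driven GTP hydrolysis; strong numbers were not always called active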
TNAP activators – stimulation of alkaline phosphatase TNAP activity – biochemical, luminescent, no phosphate acceptor, uHTS, primary screen (AID 1001); purified TNAP, luminescent activation assay, no phosphate acceptor; higher activation fold means a stronger effect; activation fold at 20 µM, or EC50 in µM where a hit was titrated; 200,000 tested, 0.03% active; in the data active = activation fold from about 3, or a potency from the dose series; inactive = the rest, 99 in 100 with activation fold below about 1.6; also: many of its hits are not listed in these tables
SV40 large T antigen – TAg ATPase/helicase activity blockers – biochemical (AID 1903); SV40 large T antigen ATPase/helicase inhibition assay; higher % means a stronger effect; inhibition, % at 20 µM, or IC50 in µM where a hit was titrated; 310,000 tested, 0.39% active; in the data active = a potency from the dose series; also: strong numbers were not always called active
Salmonella PhoP GFP – inhibitors of PhoP regulon expression, primary screen, Salmonella Typhimurium, GFP reporter (AID 1863) | S. Typhimurium PhoP-regulated promoter GFP reporter, 4 h; higher % means a stronger effect | one-dose inhibition, % at 50 µM; IC50 in µM for titrated hits | 300,000 tested, 0.16% active;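 active = inhibition over 29.93%, a cutoff 3 SD above the screen mean, later confirmed by dose response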;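 also: 0% = low Mg2+ inducing control and 100% = high Mg2+ repressing control; strong numbers were not always called active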
K1F lysis inhibition – inhibition of K1F phage lysis, E. coli UTI89, bacterial capsule biogenesis inhibitors, alamar blue (AID 488966); inhibition, % at 100 µM, or IC50 in µM where a hit was titrated; E. coli UTI89 K1F phage lysis, alamar blue, 2 h; higher % means a stronger effect; 340,000 tested, 0.02% active;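 active = phage lysis inhibition, versus mean bacterial control, above a set limit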;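 also: capsule biogenesis inhibitors block K1F phage lysis so surviving cells raise fluorescence; higher fluorescence means more inhibition of phage lysis; actives were called in the ten point dose series up to 300 µM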
RSV antiviral HEp-2 – inhibition of RSV-induced cytopathic effect – HEp-2 cells, primary 10 µM value included (AID 2391); 310,000 tested, 0.13% active; CPE inhibition, % at 10 µM; hits with a dose series show IC50 in µM; HEp-2 cells, RSV-induced CPE inhibition; higher % means a stronger effect; in the data active = a potency from the dose series; also: strong numbers were not always called active
T cell modulator – T cell immune modulators affecting CD8 T cell-vesicle binding | 2C CD8+ T cell-vesicle binding, flow cytometry; hits give low values | calls only at 7 µM | 330,000 tested, 0.068% active | AID 2052;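 active = response, share of CD8 T cells binding vesicles, and their 90th percentile fluorescence all below set limits, cut at about 80% in these data, passing the limit was not always enough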
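Incubation: binding step 1.5 h, 37 °C, antibody labelling 20 min, ice; system: murine 2C transgenic CD8+ T lymphocytes; technique: cytometric PE anti-B7-1 and Alexa647 anti-CD8 signals after 1% paraformaldehyde fixation; also added: QL9-charged Drosophila Ld/ICAM-1/B7-1 vesicles; control set: naked versus QL9-loaded vesicles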
Myeloid diff 2 – compounds promoting myeloid differentiation; calls only at 10 µM; ER-HoxA9 myeloid progenitors, lysozyme-GFP differentiation, flow cytometry; 360,000 tested, 1% active;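 active = normalized GFP-positive differentiation at or above the plate's own cutoff, the solvent-only control mean plus 3 SD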;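 also: cells exposed to compound for four days before flow analysis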
NTR1 ag – NTR1-driven beta-arrestin-GFP spot formation – imaging, U2OS cells, high content, primary screen (AID 493036); agonist mode; activation, % at 20 µM; 330,000 tested, 0.17% active; P30989;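 active = activation at or above 40% of the spot to cytoplasm intensity ratio, with at least 20 cells analyzed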;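 also: 0% = DMSO without peptide and 100% = 100 nM NTR1 peptide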
Target sequence (P30989 whole entry, looked up): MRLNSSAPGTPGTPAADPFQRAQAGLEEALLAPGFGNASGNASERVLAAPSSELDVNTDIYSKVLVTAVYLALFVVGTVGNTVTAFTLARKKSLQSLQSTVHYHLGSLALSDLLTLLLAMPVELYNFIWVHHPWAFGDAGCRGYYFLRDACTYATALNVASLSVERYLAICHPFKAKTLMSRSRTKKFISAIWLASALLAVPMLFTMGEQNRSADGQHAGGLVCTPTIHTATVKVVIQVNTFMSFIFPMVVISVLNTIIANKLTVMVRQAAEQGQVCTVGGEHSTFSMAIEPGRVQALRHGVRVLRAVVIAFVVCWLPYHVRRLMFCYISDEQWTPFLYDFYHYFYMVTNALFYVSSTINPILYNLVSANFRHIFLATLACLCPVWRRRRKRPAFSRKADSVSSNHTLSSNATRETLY
T cell modulator vesicle-bound % – recorded beside T cell modulator, whose call it bears; double positive events, %; measured here: CD8+ vesicle-bound cell fraction;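 binding gate set so that unloaded-vesicle control wells show 10% double positive cells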
NTR1 ag cell count 20 µM – further read-out of NTR1 ag, marked with its call; cell count; measured here: cell count, cytotoxicity flag
Myeloid diff 2 GFP+ MAC1+ % – further read-out of Myeloid diff 2, marked with its call; GFP+ MAC1+ double positive, %; measured here: differentiation confirmed by MAC1 staining
Active calls of the source: *; i = inactive; nt = no result given; + = active, no number; [ ] = another dose, or the depositor's remark.

The opening 2 records, ahead of the listing:
SMILES	Rac1 GTP hydrolysis	TNAP activators	SV40 large T antigen	Salmonella PhoP GFP	K1F lysis inhibition	RSV antiviral HEp-2	T cell modulator	T cell modulator vesicle-bound %	Myeloid diff 2	Myeloid diff 2 GFP+ MAC1+ %	NTR1 ag	NTR1 ag cell count 20 µM
C/C=C/c1ccc(OCC(=O)N(CCOC)c2c(N)n(CCCC)c(=O)[nH]c2=O)c(OC)c1	1%	nt	-9%	-8%	0.5%[50 µM]	-1.5%	i	24	i	0.4	-0.7	63
COC(=O)c1ccc(Nc2c([N+](=O)[O-])ccc3nonc23)cc1	10%	nt	5%	-2%	0.7%[50 µM]	0.7%	i	27	i	1.0	1.7	49

Main list, from the start:
SMILES	Rac1 GTP hydrolysis	TNAP activators	SV40 large T antigen	Salmonella PhoP GFP	K1F lysis inhibition	RSV antiviral HEp-2	T cell modulator	T cell modulator vesicle-bound %	Myeloid diff 2	Myeloid diff 2 GFP+ MAC1+ %	NTR1 ag	NTR1 ag cell count 20 µM
C/C=C/c1ccc(OCC(=O)N(CCOC)c2c(N)n(CCCC)c(=O)[nH]c2=O)c(OC)c1	1%	nt	-9%	-8%	0.5%[50 µM]	-1.5%	i	24	i	0.4	-0.7	63
COC(=O)c1ccc(Nc2c([N+](=O)[O-])ccc3nonc23)cc1	10%	nt	5%	-2%	0.7%[50 µM]	0.7%	i	27	i	1.0	1.7	49
O=C1CCC(=O)N1Cc1c(Cl)cccc1Cl	6%	nt	5%	10%	0.1%	5.7%	i	35	nt	nt	0.3	49
COc1ccccc1CNC(=O)C1CCN(S(=O)(=O)c2cccc3cccnc23)CC1	4%	1.1	3%	11%	-3.8%	3.2%	i	46	i	1.7	-2.5	50
O=C(/C=C\c1ccccc1)Oc1cccc2cccnc12	-17%	1.2	7%	-3%	1.4%	1.8%	i	9	i	0.7	0.0	38
COc1ccc(NC(=O)COc2ccccc2C#N)c(S(=O)(=O)N2CCCCC2)c1	7%	1.2	12%	6%	0.4%	-1.0%	i	36	i	2.2	-1.6	45
CC(Cc1cccnc1)NC(=O)c1cc(COc2ccc(F)cc2F)on1 (centres undefined)	4%	nt	11%	-7%	-0.1%	1.0%	i	37	i	2.8	1.2	48
COc1ccccc1CN1CC(C(=O)NCCc2ccc(Cl)cc2)CC1=O (centres undefined)	8%	nt	3%	4%	-0.3%	nt	i	23	i	0.3	0.1	56
CCOC(=O)C1CCCN(C(=O)COc2ccc(S(=O)(=O)N(CC)c3ccccc3)cc2)C1 (centres undefined)	2%	1.1	11%	4%	0.2%	1.0%	i	2	i	0.9	1.8	48
COc1ccc(C(=O)N2CCN(c3cnn(-c4ccccc4)c(=O)c3Cl)CC2)cc1	0%	1.1	9%	-9%	0.5%	0.5%	i	31	i	0.5	-0.5	59
O=C(CC(=O)Nc1ccc(F)cc1F)Nc1ccc(F)cc1F	-1%	nt	10%	1%	0.0%	0.7%	i	55	i	0.7	-2.2	85
CCc1nc2c(cnn2-c2ccc(F)cc2)c(=O)n1-c1ccc(N2CCC(C)CC2)cc1	3%	1.1	-1%	-3%	1.9%	-0.1%	i	30	i	3.8	4.7	62
Cc1ccc(C)c(NC(=O)CN(C)C(=O)c2cccc(S(=O)(=O)N(C)C)c2)c1	8%	1	8%	-6%	-0.3%	-0.5%	i	26	i	0.9	-0.6	44
Cc1ccc(SCC(=O)Nc2cc(S(=O)(=O)N3CCCCC3)ccc2C)cc1	-2%	nt	nt	nt	0.8%	nt	i	49	i	0.3	-0.9	60
CC1CCCN(C(=S)SCC(=O)c2cc(Br)cc(Br)c2O)C1 (centres undefined)	17%	1.1	23%	-3%	0.4%	3.4%	i	48	i	0.7	-2.7	80
CCCN(Cc1nnc(-c2cccs2)o1)C(=O)c1cc(S(=O)(=O)N2CCOCC2)ccc1C	5%	nt	nt	nt	0.7%[50 µM]	-0.2%	i	30	i	0.4	-2.2	50
CN(Cc1cccs1)C(=O)c1cc(S(=O)(=O)N2CCOCC2)ccc1N1CCCC1	2%	nt	nt	nt	0.5%[50 µM]	nt	i	40	i	0.7	1.8	67
COc1ccc(N2CCN(C(=O)C(=O)c3cn(CC(=O)N4CCCCCC4)c4ccccc34)CC2)cc1	14%	nt	20%	3%	-0.2%[50 µM]	15%	i	24	+	14*	2.1	66
Cc1cc(C)cc(NS(=O)(=O)c2cc(Br)cnc2N)c1	11%	nt	6%	-6%	0.9%	4.5%	i	28	i	1.4	5.1	52
CC(O/N=C/c1ccccc1OC(F)F)C(=O)Nc1cccc(S(=O)(=O)N2CCOCC2)c1 (centres undefined)	9%	1	5%	6%	0.6%[50 µM]	6.7%	i	49	i	0.3	-0.7	63
COC(=O)c1ccc(OCC(O)CN2CCN(CC(O)COc3ccc(C(=O)OC)cc3)CC2)cc1 (centres undefined)	8%	nt	8%	-2%	-0.1%	0.8%	i	22	i	0.3	-1.0	53
Cc1nc(SCC(=O)Nc2ccc3[nH]c(=O)[nH]c3c2)nc(C)c1C	8%	nt	nt	nt	0.1%	nt	i	39	i	0.8	0.1	69
CCCc1oc(C(=O)O)cc1CN	-3%	1.1	13%	7%	-0.5%	-1.3%	i	12	i	1.2	-1.5	49
Cc1cc(C)n(CC(=O)c2cccc([N+](=O)[O-])c2)n1	3%	1.1	5%	8%	0.6%	2.5%	i	52	i	0.5	-1.9	53
Oc1ccc(Br)cc1-c1nc2cnccn2c1NC1CCCC1	8%	1.1	8%	-5%	0.1%	1.0%	i	7	i	0.5	5.3	74
O=C(NCc1ccccc1)C1=C[C@@H](c2ccc(C(F)(F)F)cc2)C[C@@H](OCCCCO)O1	6%	nt	16%	0%	0.1%	0.5%	i	35	i	0.8	20	93
O=C1[C@@H]2C(c3cccnc3)=NO[C@@H]2C(=O)N1c1ccc(Cl)cc1Cl	-1%	nt	18%	-8%	-1.0%	nt	i	33	i	1.0	0.1	49
COC(=O)C(CCCCNC(=O)c1ccc([N+](=O)[O-])cc1)NC(=O)c1ccc([N+](=O)[O-])cc1 (centres undefined)	9%	1.1	5%	1%	2.4%	0.3%	i	42	i	0.3	1.6	72
Cc1cccc(NC(=S)N(CCCN2CCOCC2)Cc2ccco2)c1	4%	1.1	21%	0%	0.5%	-0.2%	i	6	i	1.2	0.1	46
CCc1cc(C(=O)N2CCN(C(=O)c3ccccc3)CC2)sc1C	10%	nt	nt	nt	0.7%[50 µM]	nt	nt	nt	i	0.6	0.8	62
CN1/C(=C\C(=O)COC(=O)CNC(=O)c2ccccc2F)C(C)(C)c2ccccc21	9%	1	3%	-3%	0.2%	0.6%	i	55	i	0.4	0.9	70
CSc1nc2ccc(Cl)cc2[nH]1	10%	1.1	5%	-1%	-0.4%	2.6%	i	48	i	1.6	-1.3	82
COCCN1C(=O)c2ccccc2C(C(=O)NCC2CCCO2)C1c1c[nH]c2ccccc12 (centres undefined)	7%	1	7%	-16%	1.0%[50 µM]	0.2%	i	39	i	0.5	-0.5	54
CCOc1cc2[nH]c(=S)n(C(C)C)c(=O)c2cc1OCC	4%	1.1	0%	12%	5.0%	-1.2%	i	22	i	1.9	0.7	36
COc1cccc(/C=N/NC(=O)C(=O)N2CCCC2)c1OC	13%	1.1	6%	-4%	0.1%	0.2%	i	15	i	0.7	1.4	47
N#Cc1ccc(N2Cc3ccccc3C2=NC(=O)c2cccs2)cc1	8%	1.1	2%	3%	1.6%[50 µM]	1.0%	i	44	i	2.1	5.9	75
CCC/C=N/Nc1nc2ccccc2s1	12%	1.1	8%	-7%	0.1%	-0.3%	i	57	i	0.3	-0.5	70
COc1ccc(-c2nnn(CC(=O)c3c[nH]c4ccccc34)n2)cc1OC	10%	1	15%	18%	0.3%	16%	i	15	i	10	1.3	40
COCCCC1CCN(Cc2nc(Cc3ccccc3Cl)no2)CC1	14%	1	-4%	10%	0.0%	1.6%	i	56	i	0.2	-1.0	66
O=S(=O)(c1cc(Cl)ccc1Br)N1CCOCC1	5%	1.1	3%	7%	0.2%	-0.6%	i	10	i	4.8	2.2	56
COc1ccc(/C=N/N=C2/NC(=O)C(c3ccccc3)S2)c(OC)c1 (centres undefined)	11%	1.1	19%	14%	0.3%	3.0%	i	22	i	0.7	4.6	86
Cc1ccc(NC(=O)c2cccc(S(=O)(=O)N3CCCC3)c2)nc1	9%	nt	13%	9%	0.2%[50 µM]	0.4%	i	15	i	0.7	-1.0	57
CC(C)c1ccc(OCC(=O)NC2CC(C)(C)NC(C)(C)C2)c(Br)c1	7%	nt	4%	1%	1.7%[50 µM]	-0.1%	i	68	i	0.6	3.5	53
COc1ccc(CC(=O)NCC2CCCN(Cc3ccc(OC(F)(F)F)cc3)C2)cc1 (centres undefined)	6%	nt	4%	-1%	-0.7%	5.8%	i	64	i	0.3	-0.6	55
C=CCn1c(SCC(=O)NC)nc2sc3c(c2c1=O)CCC3	11%	1	4%	-11%	0.2%	-0.2%	i	30	i	3.8	-0.5	52
CSCc1ccc(C(=O)N2CCC(N3CCC(C(=O)NC(C)C)CC3)CC2)o1	6%	nt	16%	-2%	0.1%	0.5%	i	5	i	6.0	-1.0	65
O=C(CCS(=O)(=O)c1ccc(Cl)cc1)NC1CCCC1	3%	nt	nt	nt	1.5%[50 µM]	nt	i	20	i	1.0	0.4	48
Cc1cc(C)c(S(=O)(=O)N2CCCOC2CNC(=O)C(=O)NCCc2c[nH]c3ccccc23)c(C)c1 (centres undefined)	1%	1.2	3%	-8%	-6.1%	12%	i	33	i	1.0	1.0	30
CC1CCCC(NC(=O)Cn2cc3c(n2)CCCCC3)C1C (centres undefined)	-5%	0.9	8%	5%	-2.9%	0.2%	i	51	i	0.7	2.9	49
CC(=O)Nc1ccc(S(=O)(=O)N2CCN(CCCOc3cc(C)ccc3C)CC2)cc1	7%	1.1	3%	7%	1.6%	-3.2%	i	13	i	2.5	9.6	54
c1ccc2cc(OCCOCCOc3ccc4ccccc4c3)ccc2c1	-1%	nt	6%	0%	-0.3%[50 µM]	2.3%	i	13	i	1.3	2.6	65
CCCS(=O)(=O)N1CCC(C(=O)N2CCN(C(=O)OCC)CC2)CC1	4%	1.2	3%	-4%	1.3%	0.4%	i	21	i	0.5	0.7	38
CCOC(=O)C1CCN(C2CCN(Cc3nc(-c4ccccc4)no3)CC2)CC1	3%	1	3%	-5%	0.1%	-0.9%	i	50	i	0.5	0.2	28
COc1ccc2oc(C(=O)Nc3nccs3)c(C)c2c1	4%	nt	14%	-5%	1.0%[50 µM]	-1.1%	i	44	i	0.2	-0.3	52

Screening data: PubChem BioAssay, several laboratories
